# PV pol inh – inhibitors of poliovirus RNA polymerase binding and polymerization | P03300 | poliovirus polymerase elongation, fluorescence polarization; active compounds read low | % elongation, % (compound at 16.7 µg/mL) | hit rate 0.66% among 150,000 | AID 588519; in the data active = % elongation below about 90%; note: some results filed as inactive read as strong as hits
# Target sequence (P03300 1749-2209 limits assumed): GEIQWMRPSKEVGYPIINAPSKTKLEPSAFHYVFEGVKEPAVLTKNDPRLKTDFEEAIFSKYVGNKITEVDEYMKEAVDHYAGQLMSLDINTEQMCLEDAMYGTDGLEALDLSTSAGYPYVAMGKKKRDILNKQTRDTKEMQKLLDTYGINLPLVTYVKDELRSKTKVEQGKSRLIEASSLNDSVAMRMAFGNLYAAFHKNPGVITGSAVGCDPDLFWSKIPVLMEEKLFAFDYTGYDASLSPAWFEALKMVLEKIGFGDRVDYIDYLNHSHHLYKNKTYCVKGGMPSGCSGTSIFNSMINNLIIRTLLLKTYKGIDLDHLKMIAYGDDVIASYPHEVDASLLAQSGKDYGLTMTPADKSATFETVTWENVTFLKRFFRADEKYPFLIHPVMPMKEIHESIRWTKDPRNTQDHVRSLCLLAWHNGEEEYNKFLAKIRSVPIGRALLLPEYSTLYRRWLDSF
# PV pol inh FP z-score – recorded beside PV pol inh, whose call it bears; z-score; measured here: FP z-score; hits read low
# An asterisk follows results filed as active. This is a subset; rates above refer to the full screens.
canonical_smiles | PV pol inh | PV pol inh FP z-score
CCCOc1ccc(N2C(=O)CC(SCC(=O)O)C2=O)cc1 (stereo not given) | 104.0 | 0.4
O=C(Cn1nnc(-c2ccccc2)n1)C12CC3CC(CC(C3)C1)C2 | 101.0 | -0.2
CCN(CC(=O)Nc1cccc(OC)c1)CC(=O)Nc1ccccc1C | 103.0 | 0
Cc1ccccc1Nc1c(-c2ccc(Br)cc2O)nc2sccn12 | 107.0 | 0.3
O=C1c2ccccc2C(=O)N1/N=C/c1ccc(O)c(O)c1 | 104.0 | 0.7
CCOC(=O)/C=c1\s/c(=C\c2cccs2)c(=O)n1CC(=O)N(C)C | 106.0 | 0.4
CCOC(=O)c1c(C)[nH]c2ccc(O)cc12 | 102.0 | 0.3
Cc1cc(C)n(-c2nc3ccccc3nc2N2CCN(S(=O)(=O)c3cccs3)CC2)n1 | 100.0 | -0.9
CNC(=O)NC(=O)COc1ccc2oc3c(c2c1)CCCC3 | 99.0 | -0.7
Fc1ccccc1CCNCc1ccco1 | 101.0 | -0.3
COc1ccc(/C=N/NC(=O)c2ccc(Cl)c(S(N)(=O)=O)c2)cc1OCC(N)=O | 98.0 | -0.2
Cc1cccc(-c2nc(C)c(CCNC(=O)c3cccs3)s2)c1 | 111.0 | 0.8
O=C(COc1ccc(-n2cnnn2)cc1)NCCC1=CCCCC1 | 99.0 | -0.3
Cc1cc(C(=O)CN2CCN(C(=O)c3cccs3)CC2)c(C)n1-c1ccc(S(N)(=O)=O)cc1 | 106.0 | 0.4
Cc1cccc(-n2ncc3c(NCCc4ccccc4)ncnc32)c1 | 106.0 | 1.7
CCOC(=O)c1cnc(SCSc2nc3ccccc3s2)nc1N | 102.0 | 0
O=C(C1CC(=O)N(C2CCCC2)C1)N1CCC(Cc2ccccc2)CC1 (stereo not given) | 99.0 | -0.5
O=C1/C(=N\O)c2cccc3cccc1c23 | 100.0 | -0.2
COc1ccc(OC)c(S(=O)(=O)NCCc2sc(C)nc2C)c1 | 99.0 | -2.1
N#Cc1oc2ccccc2c1N=Cc1c(O)n(-c2cccc(C(F)(F)F)c2)c(=O)c2ccccc12 | 94.0 | -1.6
CC(=O)OCCn1c(=O)[nH]c(=O)c2nsnc21 | 103.0 | 0.5
COC(=O)COc1cccc2c(=O)n(CC(=O)N3CCCc4ccccc43)ccc12 | 108.0 | 1.1
COc1ccc(-n2c3c(cc(-c4nc(-c5ccc(C)cc5)cs4)c2=O)C(=O)CC(C)(C)C3)cc1 | 108.0 | 0.5
COc1ccccc1CNC(=O)c1cccn1-c1nnc(N2CCCCC2)s1 | 100.0 | -1.4
O=C(CCn1cnnn1)Nc1ccccc1 | 108.0 | 0.8
CNC(=O)Nc1ccc(C(C)(C)C)cc1Br | 110.0 | 0.6
O=C(COc1nc2ccccc2nc1N1CCOCC1)NCCc1ccc(F)cc1 | 107.0 | 0.6
COc1ccc(-c2cn3c(n2)sc2cc(C(=O)NC4CCCCCC4)ccc23)cc1 | 111.0 | 1
Cc1ccc(C2=NN(C(=O)CNc3ccc(S(=O)(=O)N4CCCC4)cc3)C(c3ccco3)C2)cc1 (stereo not given) | 106.0 | 0.4
Cc1oc(C(=O)O)cc1COc1ccccc1Cl | 99.0 | -0.2
N=C1SCC(=O)N1C(=O)c1ccccc1 | 96.0 | -0.5
O=C(CS(=O)(=O)c1ccc(C(F)(F)F)cc1Cl)Nc1ccc(F)cc1 | 104.0 | 0.2
Nn1c(C2CC2)nc2cc(Cl)ccc2c1=O | 102.0 | 0.2
COc1ccc(-c2csc3nc(C)n(-n4cccc4)c(=O)c23)cc1 | 100.0 | -0.2
c1ccc(Nc2nnc(-c3cccc4ccccc34)o2)cc1 | 102.0 | 0.1
COc1cc(Cl)c(C)cc1NC(=O)c1cc2c(Cl)nc3ccc(C)cc3c2s1 | 105.0 | 0
NC(=O)c1c(NC(=O)c2ccccc2)sc2c1CCC2 | 107.0 | 0.5
O=C(CSc1nnnn1C1CCCC1)NN1C(=O)NC(c2ccccc2)(c2ccccc2)C1=O | 100.0 | -0.3
C=CCn1c(Cc2csc(N)n2)nnc1SCc1ccc(C(=O)OC)cc1 | 101.0 | 0.4
CCCC1(C)NC(=O)c2ccccc2O1 (stereo not given) | 101.0 | -0.4
Cc1nc2ccc(NC(=O)N3CC4(C)CC3CC(C)(C)C4)cc2nc1C (stereo not given) | 109.0 | 0.8
CCCCc1nn2c(=O)cc(COC(=O)c3ccc(NC(=O)C(CC)CC)cc3)nc2s1 | 111.0 | 1.1

# Reprinted from the listing, three compounds:
canonical_smiles | PV pol inh | PV pol inh FP z-score
O=C(CSc1nnnn1C1CCCC1)NN1C(=O)NC(c2ccccc2)(c2ccccc2)C1=O | 100.0 | -0.3
C=CCn1c(Cc2csc(N)n2)nnc1SCc1ccc(C(=O)OC)cc1 | 101.0 | 0.4
CCCC1(C)NC(=O)c2ccccc2O1 (stereo not given) | 101.0 | -0.4

# A draw from above in order of number of heavy atoms, highest first:
canonical_smiles | PV pol inh | PV pol inh FP z-score
Cc1ccc(C2=NN(C(=O)CNc3ccc(S(=O)(=O)N4CCCC4)cc3)C(c3ccco3)C2)cc1 (stereo not given) | 106.0 | 0.4
O=C(CSc1nnnn1C1CCCC1)NN1C(=O)NC(c2ccccc2)(c2ccccc2)C1=O | 100.0 | -0.3
CCCCc1nn2c(=O)cc(COC(=O)c3ccc(NC(=O)C(CC)CC)cc3)nc2s1 | 111.0 | 1.1
O=C(COc1nc2ccccc2nc1N1CCOCC1)NCCc1ccc(F)cc1 | 107.0 | 0.6
COc1ccccc1CNC(=O)c1cccn1-c1nnc(N2CCCCC2)s1 | 100.0 | -1.4
C=CCn1c(Cc2csc(N)n2)nnc1SCc1ccc(C(=O)OC)cc1 | 101.0 | 0.4
Cc1nc2ccc(NC(=O)N3CC4(C)CC3CC(C)(C)C4)cc2nc1C (stereo not given) | 109.0 | 0.8
O=C(CS(=O)(=O)c1ccc(C(F)(F)F)cc1Cl)Nc1ccc(F)cc1 | 104.0 | 0.2
COc1ccc(-c2csc3nc(C)n(-n4cccc4)c(=O)c23)cc1 | 100.0 | -0.2
c1ccc(Nc2nnc(-c3cccc4ccccc34)o2)cc1 | 102.0 | 0.1
NC(=O)c1c(NC(=O)c2ccccc2)sc2c1CCC2 | 107.0 | 0.5
Cc1oc(C(=O)O)cc1COc1ccccc1Cl | 99.0 | -0.2
Nn1c(C2CC2)nc2cc(Cl)ccc2c1=O | 102.0 | 0.2
N=C1SCC(=O)N1C(=O)c1ccccc1 | 96.0 | -0.5

# Bioassay records (PubChem)
